HCT116 PTEN-null = growth suppression of PTEN-null HCT116, primary screen, cell-based, CellTiter-Glo; actives 1.2% (n = 140,000); AID 827, 2007; HCT116 PTEN-null viability, 60 h; stronger effect = lower value; viability, % at 10 µM;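 active = viability at or below a set limit, 4 SD under the median of all tested compounds, cut at about 3.7% in these data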;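 note: PTEN knockout HCT116 line with beta catenin targeted HCT116 as companion control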
Yeast life ext = compounds extending yeast replicative lifespan, primary screen, S. cerevisiae, OD615. S. cerevisiae growth with nicotinamide; deaD strain in restrictive glucose medium. actives 0.68% (n = 130,000). AID 775, 2007. inhibition of the nicotinamide effect, % at 10 µM;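 active = inhibition above a set limit, placed 3 SD over the median of all compounds, cut at about 26% in these data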;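 note: 0% = nicotinamide-treated wells and 100% = cells grown without nicotinamide; some compounds called inactive have numbers as strong as hits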
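assay system = DeaD-strain S. cerevisiae | measured by = absorbance at 615 nm | probe or stimulus = nicotinamide 1.5 mM | buffer or medium = CSMM-D glucose medium, restrictive | times = 48 h at 30 °C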
Measles CPE = compounds protecting cells from measles virus cytopathic effect, primary screen, measles RdRp inhibitor project, single point, MLSMR library, absorbance. Measles virus-infected cells, CPE protection. protection (pct of control), % at 4 µM. actives 1.5% (n = 140,000); in the data active = protection mostly above about 24%, no sharp cut-off; inactive = mostly below about 26%; note: some compounds called inactive have numbers as strong as hits
E-sel TNF inh = E-selectin induction blockers in HUVEC – imaging, immunofluorescence, high content, primary screen. HUVEC TNFa-induced E-selectin immunofluorescence. inhibition, % at 2 µM. actives 0.71% (n = 120,000);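 active = inhibition above the batch mean plus 3 SD, and confirmed as a hit on visual image review, cut at about 43% in these data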;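 note: 0% = TNF-stimulated DMSO wells and 100% = unstimulated control wells; not every result past the cut was called active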
BB579 growth dn = growth inhibitors of yeast BB579 in restrictive medium, primary screen, yeast lifespan-shortening project, S. cerevisiae; AID 804, 2007; inhibition, % at 10 µM; actives 0.51% (n = 140,000); OD615, 48 h;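 active = inhibition above a set limit, 3 SD over the mean compound inhibition, cut at about 44% in these data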; note: inactives centre near -24
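System: DeaD yeast strain BB579; buffer or medium: CSMM-D dextrose restrictive medium; technique: OD at 615 nm; schedule: 4 h cell preincubation, 48 h compound exposure, 30 °C humidified; doses: single 10 µM dose; controls: amphotericin B 10 µg/mL, positive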
MRP1 act = H69AR viability gain despite doxorubicin, primary screen, MRP-1 activator project, H69AR cells, CellTiter-Glo; actives 0.61% (n = 140,000); viability rescue; viability increase, % at 10 µM; AID 799, 2007;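 active = viability gain under doxorubicin at or above a set limit, the compound median plus 3 SD, cut at about 4.7% in these data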;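 note: MRP-1 overexpressing cells given doxorubicin 25 µM after compound pretreatment; 18-22 h compound pretreatment then 72 h with doxorubicin before readout; 0% = doxorubicin-only wells and 100% = vehicle-treated cells without doxorubicin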
NPY-Y2 antag = NPY-Y2 receptor antagonists, primary screen, cell-based; AID 793, 2007; NPY-Y2 expressing cells, antagonist mode; actives 0.99% (n = 140,000); inhibition, % at 2.7 µM; in the data active = inhibition above about 17%;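 note: 0% = vehicle with agonist challenge and 100% = reference antagonist with challenge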
Target sequence (P49146 whole entry, looked up): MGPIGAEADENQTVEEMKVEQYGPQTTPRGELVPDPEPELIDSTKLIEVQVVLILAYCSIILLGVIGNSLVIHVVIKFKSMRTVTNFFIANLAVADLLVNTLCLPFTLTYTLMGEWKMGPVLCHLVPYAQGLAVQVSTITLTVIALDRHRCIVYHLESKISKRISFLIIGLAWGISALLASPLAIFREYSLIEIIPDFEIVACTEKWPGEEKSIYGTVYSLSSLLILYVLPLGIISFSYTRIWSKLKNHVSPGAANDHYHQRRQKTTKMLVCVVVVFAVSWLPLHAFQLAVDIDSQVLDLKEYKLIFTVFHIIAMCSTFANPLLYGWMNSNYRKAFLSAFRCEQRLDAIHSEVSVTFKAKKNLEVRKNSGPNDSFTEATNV
bCat KO growth = primary screen for growth suppressors in beta-catenin knockout HCT116 cells (colon tumor, human) | HCT116 beta-catenin knockout viability, CellTiter-Glo, 60 h; stronger effect = lower value | viability, % at 10 µM | actives 1.5% (n = 140,000);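 active = viability at or under a set limit, the compound median less 4 SD, cut at about 6% in these data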;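 note: 0% = Hyamine 1622 control at 20 µM and 100% = untreated cell control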
GALR2 antag = GALR2 antagonists in receptor-expressing cells, primary screen; antagonist mode; actives 0.39% (n = 140,000); inhibition, % at 4 µM; AID 828, 2007; in the data active = inhibition above about 27%;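 note: cells stimulated with galanin 1-16 at roughly its EC80; 0% = agonist challenge control and 100% = basal control without agonist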
Target sequence (O43603 whole entry, looked up): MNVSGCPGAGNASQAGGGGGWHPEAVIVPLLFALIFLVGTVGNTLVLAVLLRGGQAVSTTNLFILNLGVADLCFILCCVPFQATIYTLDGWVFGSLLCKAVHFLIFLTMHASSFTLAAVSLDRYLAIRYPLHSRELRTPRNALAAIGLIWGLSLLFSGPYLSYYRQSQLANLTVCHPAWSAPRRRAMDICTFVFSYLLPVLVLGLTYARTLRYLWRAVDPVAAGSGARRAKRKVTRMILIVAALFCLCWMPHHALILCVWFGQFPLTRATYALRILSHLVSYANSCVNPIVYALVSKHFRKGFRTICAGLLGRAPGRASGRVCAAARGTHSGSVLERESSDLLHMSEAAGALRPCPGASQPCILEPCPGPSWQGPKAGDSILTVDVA
Phagocytosis inh = inhibitors of macrophage phagocytosis, primary screen, imaging, J774A.1 cells, IgG beads. J774A.1 macrophage IgG-bead phagocytosis. inhibition, % at 5 µM. actives 0.07% (n = 110,000). AID 1029, 2008;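 active = inhibition above the mean of the plate negative controls plus 5 SD, cut at about 13% in these data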;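 note: phagocytic index as fraction of beads internalized from green versus red external bead signal; plate controls were DMSO negative control for no effect and cytochalasin-D positive control for full effect; some results beyond the cut were filed as inactive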
Numbers without * were called inactive; . = not tested or not shown.

SMILES	Yeast life ext	Phagocytosis inh	BB579 growth dn	GALR2 antag	E-sel TNF inh	bCat KO growth	HCT116 PTEN-null	MRP1 act	NPY-Y2 antag	Measles CPE
c1ccc(-c2csc3nnc(SCc4ccc5c(c4)OCO5)n23)cc1	-2	0	-15	6	.	64	72	-2.7	4	15
CNc1nc2[nH]c(=O)c3c(c2s1)OC(N)=C(C#N)C3c1ccccc1 (stereo not given)	-4	.	-20	0	-10	98	87	0.5	-3	22
CCOc1ccc(Nc2nc(Cc3nnc(SCC(=O)NC4CCCCC4)n3C)cs2)cc1	-20	1	-27	11	5	74	75	1.5	2	3
Cc1ccc(OCC(=O)N(c2ccccn2)C2CCCCC2)c(C)c1	3	-3	-44	-20	.	67	61	-3.1	5	12
Cc1ccc(Cl)cc1N1CCN(Cc2nnnn2Cc2ccco2)CC1	-9	-1	-30	-11	.	80	74	-2.5	9	30
COc1ccc(-c2csc(NC(=O)C3CCCCN3S(=O)(=O)c3ccccc3)n2)cc1 (stereo not given)	-6	0	-44	4	26	10	17	-1.1	-2	5
Cc1ccc(NC(=O)CSc2nc3ccccc3c3nc(CCn4cncc4C)nn23)c(C)c1	2	-15	-1	7	.	33	32	-3.8	9	7
O=C(c1ccc(=O)oc1)N1CCN(c2ccc(F)cc2)CC1	-21	-1	-49	.	.	100	105	-1.4	.	4
CCN(CC)c1ccc(-c2nc3cnccc3n2C)cc1	-21	0	-7	11	-26	102	104	0.4	2	7
O=S(=O)(c1ccc(F)cc1)c1nc(-c2ccc(F)cc2)oc1NCCN1CCOCC1	-7	0	-20	8	-43	94	92	-1.9	3	12
O=C(COc1ccccc1)Nc1cccc(-c2nc3cc4ccccc4cc3[nH]2)c1	-13	.	-92	-3	0	1.7*	1.1*	-5.4	0	2
CC(C)NC(=O)c1cc(-c2ccco2)nn1-c1ccc(Cl)cc1	-35	.	-5	-14	9	71	75	-2.9	2	10
Cc1ccc(S(=O)(=O)N(C)CC(=O)N2CCN(C(=O)c3ccco3)CC2)cc1	-6	1	-34	-3	12	98	99	-1.4	-3	22
COCCn1c(=O)[nH]c2cc(C(=O)NCCN3CCN(c4ccccc4)CC3)ccc2c1=O	-10	-2	-24	-7	.	90	92	-0.1	0	8
COCCNc1cc(C)nc2c3c(C)cc(C)nc3nn12	-11	0	23	12	.	77	89	-2.6	-1	9
Cc1ccc2c(c1)N(CCC(=O)NCc1ccco1)C(=O)CO2	-3	.	-34	-2	16	99	100	0.1	-2	18
O=C(CN1N=C(c2ccccc2)CCC1=O)NCCN1CCc2ccccc2C1	2	1	-47	0	.	87	88	-2.5	1	17
O=C(CCc1nc(-c2ccccc2F)no1)NCCN1CCOCC1	-8	-2	-18	-3	.	87	93	-0.6	0	6
Oc1ccc(Nc2nc3ccccc3nc2Nc2ccc(O)cc2)cc1	-14	0	-71	32*	46	1.8*	1.6*	-2.5	-4	17
CC(=O)c1c(C)cc(C)c(CSc2nnc(-c3ccco3)o2)c1C	12	-4	-18	-1	-9	36	51	-0.5	2	3

Copied from the results shown for reference:
SMILES	Yeast life ext	Phagocytosis inh	BB579 growth dn	GALR2 antag	E-sel TNF inh	bCat KO growth	HCT116 PTEN-null	MRP1 act	NPY-Y2 antag	Measles CPE
CC(C)NC(=O)c1cc(-c2ccco2)nn1-c1ccc(Cl)cc1	-35	.	-5	-14	9	71	75	-2.9	2	10
Cc1ccc(S(=O)(=O)N(C)CC(=O)N2CCN(C(=O)c3ccco3)CC2)cc1	-6	1	-34	-3	12	98	99	-1.4	-3	22
COCCn1c(=O)[nH]c2cc(C(=O)NCCN3CCN(c4ccccc4)CC3)ccc2c1=O	-10	-2	-24	-7	.	90	92	-0.1	0	8
COCCNc1cc(C)nc2c3c(C)cc(C)nc3nn12	-11	0	23	12	.	77	89	-2.6	-1	9
Cc1ccc2c(c1)N(CCC(=O)NCc1ccco1)C(=O)CO2	-3	.	-34	-2	16	99	100	0.1	-2	18
O=C(CN1N=C(c2ccccc2)CCC1=O)NCCN1CCc2ccccc2C1	2	1	-47	0	.	87	88	-2.5	1	17
O=C(CCc1nc(-c2ccccc2F)no1)NCCN1CCOCC1	-8	-2	-18	-3	.	87	93	-0.6	0	6
Oc1ccc(Nc2nc3ccccc3nc2Nc2ccc(O)cc2)cc1	-14	0	-71	32*	46	1.8*	1.6*	-2.5	-4	17
CC(=O)c1c(C)cc(C)c(CSc2nnc(-c3ccco3)o2)c1C	12	-4	-18	-1	-9	36	51	-0.5	2	3

The listing continues:
SMILES	Yeast life ext	Phagocytosis inh	BB579 growth dn	GALR2 antag	E-sel TNF inh	bCat KO growth	HCT116 PTEN-null	MRP1 act	NPY-Y2 antag	Measles CPE
Cc1cc(C)n(Cc2ccc(C(=O)O)o2)n1	-10	0	-1	5	-8	90	83	-3.5	0	3
Cc1cc(C)n(Cc2ccc(C(=O)NCc3ccco3)o2)n1	-8	0	-56	9	-15	89	98	-1.1	-2	15
CCc1ccc(/C=C2\Oc3cc(OS(C)(=O)=O)ccc3C2=O)cc1	-3	.	-72	-7	-12	82	69	0.6	2	3
C=CCc1c(C)nc(SC(C)C)[nH]c1=O	-7	1	11	-1	-3	93	98	-0.8	2	19
FC(F)(F)c1ccc(CSc2nccn2-c2ccccc2)cc1	0	.	-25	-7	11	99	96	0.4	1	6
COC(=O)c1ccccc1NC(=O)CSc1nnc(C(CO)NC(=O)c2ccccc2Cl)n1C (stereo not given)	-19	.	-6	0	8	96	94	-1.2	0	6
O=C(CSc1ncccn1)N1CCN(Cc2ccccc2)CC1	.	.	-24	-3	-20	90	99	-0.1	-3	5
O=C(CN1CCN(Cc2ccccc2)CC1)NC(=O)NCc1ccco1	-19	-1	-22	1	-12	94	100	-3.2	3	3
CN1CCN(C=NC2=NN(c3cccc(C(F)(F)F)c3)CC2)CC1	-8	1	14	9	.	69	65	-0.4	-1	13
Clc1ccc(CON/C=N/c2ncnc3sccc23)c(Cl)c1	-18	0	-34	-10	-24	63	67	-0.2	6	9
Cc1nc2ccccn2c1C(=O)N/N=C/c1ccc(CNC(=O)C(=O)Nc2ccccc2)o1	5	-1	-2	-7	.	95	90	-2.8	-2	13
N=c1n(CC(=O)c2ccc([N+](=O)[O-])cc2)c2ccccc2n1Cc1ccccc1	0	-6	-37	3	.	1.7*	1.8*	-6.8	1	3
CCc1cc(=O)oc2cc3oc(C)c(C)c3cc12	-17	.	-61	-4	.	85	82	-0.6	6	7
O=C(CN1CCOCC1)OCCCc1ccccc1	-18	-1	-16	1	3	104	100	-0.7	2	1
CCC(CO)N=CC1=C(O)C(C(=O)c2ccccc2)CCC1=O (stereo not given)	-1	0	-5	-12	-10	97	99	2.1	1	14
C(=N\n1cnnc1)/c1cccn1-c1ccccc1	-10	.	-1	4	11	83	92	-1.0	0	10
Cn1ccnc1C(O)c1ccco1 (stereo not given)	-1	-2	-22	-4	7	96	104	-1.3	3	14
CCOC(=O)CC(=O)CSc1ncc(C(=O)OCC)c(N)n1	-8	.	-24	7	-12	103	99	-2.6	1	22
Cc1ccc(N2C(=O)[C@@H]3[C@H](C2=O)C2c4ccccc4C=CN2[C@@H]3C(=O)c2ccco2)cc1 (stereo not given in full)	3	1	-37	11	.	88	84	-1.8	-3	4
COC(=O)c1c(NC(=O)CN2CCN(Cc3ccc4c(c3)OCO4)CC2)sc(C)c1C	11	0	3	10	.	97	97	-2.9	38*	9

SMILES	Yeast life ext	Phagocytosis inh	BB579 growth dn	GALR2 antag	E-sel TNF inh	bCat KO growth	HCT116 PTEN-null	MRP1 act	NPY-Y2 antag	Measles CPE
Cc1cc(NC(=O)C(C)C)ncc1NC(=O)Cc1ccccc1	-4	-2	-23	-15	.	99	94	1.6	0	5
N#C/C(=N/Nc1ccccc1F)C(=N)N1CCOCC1	-8	.	-26	1	21	93	84	8.1*	0	26
CS(=O)(=O)NCc1ccc(C(=O)NCc2ccccc2)cc1	2	0	17	8	-24	95	97	0.6	3	9
COc1ccc(CCNC(=O)Cn2nnc(-c3ccc(N(C)C)cc3)n2)cc1OC	.	.	8	-5	-10	89	81	-0.3	-1	21
COC(=O)CN1CCN(C(=O)c2ccc(F)cc2)c2ccccc2C1	-6	-1	-1	1	-20	95	102	0.5	3	12
COc1ccccc1CC(=O)N1CCCC1	-4	-2	-40	1	2	95	93	0.8	7	12
CCOC(=O)c1c(NC(=O)COc2ncnc3ccccc23)sc(C(C)=O)c1C	0	-5	-42	6	-11	59	58	-4.0	-1	3
COc1ccc(N2CCN(C(=O)CCCn3c(=O)[nH]c4cc(Cl)ccc4c3=O)CC2)cc1	-1	0	-25	0	-1	90	91	-0.1	0	12
c1ccc(CSC2=NCCCN2)cc1	-5	.	-6	-1	13	90	97	-2.3	2	18
C/C(O)=C(/N=O)C(=O)Nc1ccccc1	-13	-5	14	-1	23	97	96	-1.3	1	16
